# High-throughput results deposited in PubChem by National Center for Advancing Translational Sciences (NCATS).
# KDM5B inhibitor: KDM5B demethylase inhibition. KDM5B demethylase, FDH-coupled NADH fluorescence (FDH is formaldehyde dehydrogenase). hit rate 2.6% among 220,000. AID 1347165. Potency, µM (series often up to 57.7 µM), inactives show top-dose activity change, negative = inhibition, hits mostly inhibitors. Q9UGL1; active = well fitted inhibition curve with a large enough effect; inconclusive = small, poorly fitted or top-dose-only effect; inactive = no such curve, though single readings can be large or run the other way; note: 0% is about no effect; nearly all actives have a fitted effect of over 70% in size
# Target sequence (Q9UGL1 whole entry, looked up): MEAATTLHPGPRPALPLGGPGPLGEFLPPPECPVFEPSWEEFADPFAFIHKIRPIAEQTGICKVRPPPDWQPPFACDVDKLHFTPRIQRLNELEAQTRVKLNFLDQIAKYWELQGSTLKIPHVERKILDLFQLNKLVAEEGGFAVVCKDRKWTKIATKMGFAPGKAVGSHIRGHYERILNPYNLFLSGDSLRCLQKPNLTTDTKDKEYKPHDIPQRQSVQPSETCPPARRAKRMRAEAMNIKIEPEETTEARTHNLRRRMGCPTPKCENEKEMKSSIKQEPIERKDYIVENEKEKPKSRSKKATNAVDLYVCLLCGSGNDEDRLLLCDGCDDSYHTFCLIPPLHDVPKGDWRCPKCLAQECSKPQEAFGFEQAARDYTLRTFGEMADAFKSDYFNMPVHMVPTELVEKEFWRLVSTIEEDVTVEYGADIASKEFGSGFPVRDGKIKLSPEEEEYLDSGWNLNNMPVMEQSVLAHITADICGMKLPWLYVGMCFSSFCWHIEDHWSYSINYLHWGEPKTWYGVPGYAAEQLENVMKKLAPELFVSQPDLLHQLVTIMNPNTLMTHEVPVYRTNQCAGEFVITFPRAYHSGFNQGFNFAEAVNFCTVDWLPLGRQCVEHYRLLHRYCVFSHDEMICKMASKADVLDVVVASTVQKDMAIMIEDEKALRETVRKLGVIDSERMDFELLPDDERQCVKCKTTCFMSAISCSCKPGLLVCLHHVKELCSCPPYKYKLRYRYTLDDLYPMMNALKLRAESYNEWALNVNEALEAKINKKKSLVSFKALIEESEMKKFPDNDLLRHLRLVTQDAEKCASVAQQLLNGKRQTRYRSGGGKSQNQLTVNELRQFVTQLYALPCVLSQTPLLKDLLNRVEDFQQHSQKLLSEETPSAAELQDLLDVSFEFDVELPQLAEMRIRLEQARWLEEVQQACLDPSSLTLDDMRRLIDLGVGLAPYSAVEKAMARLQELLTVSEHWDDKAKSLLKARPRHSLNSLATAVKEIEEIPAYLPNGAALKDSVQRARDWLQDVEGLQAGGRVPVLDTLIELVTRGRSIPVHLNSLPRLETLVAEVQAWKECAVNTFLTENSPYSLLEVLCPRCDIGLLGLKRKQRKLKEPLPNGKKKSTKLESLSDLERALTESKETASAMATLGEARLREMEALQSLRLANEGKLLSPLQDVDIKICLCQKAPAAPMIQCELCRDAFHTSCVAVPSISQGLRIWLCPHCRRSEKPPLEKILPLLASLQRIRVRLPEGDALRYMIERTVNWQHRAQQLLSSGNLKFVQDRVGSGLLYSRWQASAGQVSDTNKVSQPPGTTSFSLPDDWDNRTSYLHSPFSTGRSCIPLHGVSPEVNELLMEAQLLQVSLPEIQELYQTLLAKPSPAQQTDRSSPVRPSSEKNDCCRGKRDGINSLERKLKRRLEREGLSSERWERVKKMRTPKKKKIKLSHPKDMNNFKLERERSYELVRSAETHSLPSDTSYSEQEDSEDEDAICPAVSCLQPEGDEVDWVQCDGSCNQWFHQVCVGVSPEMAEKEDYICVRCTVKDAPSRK
#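 Coupled FDH/NAD⁺ fluorescence readout. KDM5BΔAP 200 nM final; compound titration, 10 min RT preincubation; substrate mix 12.5 µM H3K4me3, 25 µM 2-OG, 50 µM Fe(II), 100 µM ascorbate, 0.25 mM NAD⁺, 0.25 U/mL FDH; ΔRFU over 30 min.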
# An asterisk follows results filed as active; i = inactive; ? = inconclusive; & = joins results of further samples; [ ] = dose if it differs, or a comment. Potency is the fitted concentration of half-maximal effect. These rows are one share of the data; rates above refer to the full screens.
SMILES,KDM5B inhibitor
Cc1cc(C)cc(-n2ncc3c2CCCC3NC(=O)CCN2CCCC2=O)c1 (stereo not given),25.2%
O=C(NCc1ccnc2[nH]ccc12)c1ccc(Cl)cc1,?
Cc1nn2c(c1-c1ccccc1OCc1ccccc1)N(C(=O)Cc1ccc3c(c1)OCO3)CCC2,-6.3%
CC1=C[C@@H](CN2CCC[C@H]2CO)[C@H](C(C)C)C[C@H]1Cc1nnc(-c2ccc(N(C)C)cc2)o1,11.2µM*
Cc1c(CCC(=O)NC2CCS(=O)(=O)C2)c(=O)oc2cc(O)ccc12 (stereo not given),i
COc1ccc(CNC(=O)C(C)n2c(=O)cc(C)c3c(C)nn(-c4ccccc4)c32)cc1 (stereo not given),-18.0%
CCn1ncc(NC(=O)Cn2ncc3cc(-c4cccc(OC)c4)ccc32)n1,?
CCNC(=O)c1cccnc1OC1CCN(C(=O)c2sccc2C)C1 (stereo not given),-6.6%
O=S(=O)(Nc1cccc2cccnc12)c1cccc(F)c1,-4.5%
CCCN1C(=O)C(Cc2nc3ccccc3c(=O)n2CC)c2ccccc21 (stereo not given),-1.8%
O=C(c1ccccc1Cl)N1CCn2c(nn(-c3ccc([N+](=O)[O-])cc3)c2=O)C1,5.6%
C/C(=N\Nc1ccc([N+](=O)[O-])cc1)c1ccc(Br)cc1,1.4%
O=C(c1ccc2ccccc2n1)N1CCN(C2CC2)CC1,-5.8%
Cc1nnc(SCc2nnc(-c3ccc(F)cc3)o2)n1-c1ccccc1,5.0%
CCCCNC(=O)C12CC3CC(CC(C3)C1)C2,-0.9%
CC(C)NC(=O)C1COC2(CCN(C(=O)c3ccc(Cl)cc3)CC2)N1C(=O)c1cccc(F)c1 (stereo not given),11.1%
O=C1CC2(CCN(C(=O)c3cnc4ccccn4c3=O)C2)C(=O)N1 (stereo not given),?
COCCNC(=O)[C@H]1C[C@H](Oc2cccnc2)CN1S(=O)(=O)c1ccc(OC)cc1,-2.8%
COc1ccc(OC)c(C2c3c(n[nH]c3C)Nc3[nH]c(=O)[nH]c(=O)c32)c1 (stereo not given),-2.7%
CCc1ccc2oc(-c3ccc(C)c(NC(=O)/C=C/c4ccco4)c3)nc2c1,-12.5%

# Among those listed so far, 2 have an NH in an aromatic ring.
SMILES,KDM5B inhibitor
O=C(NCc1ccnc2[nH]ccc12)c1ccc(Cl)cc1,?
COc1ccc(OC)c(C2c3c(n[nH]c3C)Nc3[nH]c(=O)[nH]c(=O)c32)c1 (stereo not given),-2.7%

# (more compounds)
SMILES,KDM5B inhibitor
CCOc1ccc(NC(=O)COc2ncnc3ccccc23)c([N+](=O)[O-])c1,5.9%
COc1ccc(N2CCN(CCCNC(=O)c3cc(Nc4ccc(OC)cc4OC)nc4ccccc34)CC2)cc1,?
CCCc1noc(C(C)Sc2nc(C3CC3)nc3ccccc23)n1 (stereo not given),-16.4%
CCOC(=O)C(=O)Nc1c(C(=O)Nc2cccc(F)c2)oc2ccccc12,?
O=C1Nc2ccccc2CN(CC2CCCCC2)C12CCNCC2,?
CC(=O)N1CCC(NC[C@H]2Cn3c(-c4ccc(F)cc4)cnc3CO2)CC1,-19.8%[86.2 µM]
Cc1cccc(N2CCN(c3ncnc4c3nc3n4CCCCC3)CC2C)c1 (stereo not given),-25.2%
COCCNC(=O)C1COC2(CCN(C(=O)c3ccccc3F)CC2)N1C(=O)c1cccc(C)c1 (stereo not given),2.9%
O=C(CSc1nc2ccccc2n1Cc1c(F)cccc1Cl)N1CCN(c2ccc(F)cc2)CC1,4.9%
CCN1CC(C(=O)NCc2csc(-c3ncccn3)n2)CCC1=O (stereo not given),?
COc1ccc(C(=O)N(Cc2ccc(N(C)C)cc2)Cc2ccco2)cc1Cl,-29.1%
C=CCNc1nnc(SCc2ncc(-c3ccccc3)o2)s1,-15.8%
Cc1ccc(C(=O)N2C[C@@H](CO)[C@H](c3ccncc3)C2)cc1F,2.7%
O=C(CCC(=O)N1CCOc2ccccc21)NCc1cccs1,13.2%
CCOc1ccccc1C(=O)N1CCN(c2cc(-c3ccc(Cl)cc3)[nH]n2)CC1,-18.9%
NC(=O)c1ccc(NC(=O)C2CC(=O)N(c3n[nH]c4cc(Br)ccc34)C2)cc1 (stereo not given),?
COc1cccc(-n2c(=O)c3c(C)c(C)sc3n(CC(=O)Nc3ccccc3OC)c2=O)c1,6.5%
NC(=O)CN1C(=O)[C@@H]2CN(S(=O)(=O)c3cccs3)CCN2C1=O,-22.8%[86.2 µM]
N#Cc1cccc(-c2ccnc(N[C@H]3CO[C@H]4[C@@H]3OC[C@H]4OC(=O)Nc3ccccc3)n2)c1,-26.1%
O=C(NC[C@H]1O[C@@H](CC(=O)N2CCOCC2)[C@H](O)[C@@H]1O)Nc1cccc(F)c1,8.5%[86.2 µM]
COc1ccc(N2CCN(C3(c4ccccc4)C(=O)c4ccccc4C3=O)CC2)cc1,?
CCOC(=O)c1ccc(NC(=O)N2CCC3(CC2)SCC(=O)N3Cc2ccco2)cc1,?
CCn1cc(CN2CCC(N3CC(OCCOC)C34CCCCC4)CC2)cn1 (stereo not given),-29.6%
O=C(Cn1cccc1-c1nc(-c2ccc3c(c2)OCO3)no1)Nc1ccccc1Cl,-19.3%
Cc1ccc(S(=O)(=O)N2CCN(Cn3ncc4ccccc4c3=O)CC2)cc1,29.7%
COc1ccccc1NC(=O)c1cc(-c2ccccn2)n[nH]1,-0.2%
Cc1ccccc1CC(=O)Nc1cccc2cccnc12,-19.2%
CN(C)C(=O)N1CCn2nc(CNC(=O)c3cc4ccccc4n3C)cc2C1,?
C[N+](CCOCc1ccccc1)(CCOCc1ccccc1)CCOCc1ccccc1,-4.9%
O=C([C@@H]1C[C@H](F)CN1C(=O)Nc1ccc(Cl)cc1)N1CCCCC1,-9.5%
COc1ccccc1-c1nnc(SCC(=O)Nc2ccccc2C#N)n1-c1ccc(C)cc1,-9.8%
CCOc1ccc(-c2nc3c(C#N)c[nH]n3c2NC2CCCC2)cc1,?
COc1ccc(-c2nc(CS(=O)CC(=O)NCc3ccccc3Cl)c(C)o2)cc1OC (stereo not given),-24.7%&18.7%
O=C(Nc1c(-c2ccccc2)nc2ccccn12)c1ccc(Br)cc1,0.5%
COc1ccc(C2CC(=O)Nc3c2c(C)nn3-c2ccc(C)cc2)cc1O (stereo not given),-10.2%
COc1ccc(-c2cc(C(F)(F)F)nc(NCc3ccc(F)cc3)n2)cc1,?
COc1ccccc1OCCNC(=O)COc1cc2oc(=O)cc(C)c2cc1Cl,-8.9%
COc1ccc(Cn2ccc3nc(C)c(C(=O)N4CCN(c5ccc(OC)cc5)CC4)cc3c2=O)cc1,-26.2%
CC(=O)c1ccc(NC(=O)c2nc3ccccc3n(C)c2=O)cc1,6.3%&-2.5%
CCn1c2c(c(=O)n1-c1ccccc1)CCN(C(=O)C1CCC1)C2,-14.9%[86.2 µM]

# Compounds above containing a nitro group on carbon (3):
SMILES,KDM5B inhibitor
O=C(c1ccccc1Cl)N1CCn2c(nn(-c3ccc([N+](=O)[O-])cc3)c2=O)C1,5.6%
C/C(=N\Nc1ccc([N+](=O)[O-])cc1)c1ccc(Br)cc1,1.4%
CCOc1ccc(NC(=O)COc2ncnc3ccccc23)c([N+](=O)[O-])c1,5.9%

# Additional results
SMILES,KDM5B inhibitor
O=C(NCc1ccc(F)cc1)C1CCc2sc(C(=O)N3CCCC3)cc2C1 (stereo not given),-13.8%
CC(=O)Nc1ccc(NC(=O)CCc2ncc(-c3ccc(Cl)cc3)o2)cc1,12.8%
COc1ccc(OC2CN(S(=O)(=O)c3c(C)noc3C)C2)cc1,27.4%[115 µM]
COc1ccc(-n2nnc3c(N4CCN(C(=O)Cc5cccs5)CC4)ncnc32)cc1,-8.7%
COc1cccc(CCC(=O)N2CCC(C3CCNC3)CC2)c1 (stereo not given),24.5%
CCN1CCN(CCCNC(=O)C2N(c3ccc(OC)cc3)C(=O)C23CCCCC3)CC1 (stereo not given),22.7%
COc1cc(CN(C)C(=O)Cc2nc(-c3cccs3)oc2C)ccc1OC(F)F,?
O=C(C1CCC1)N1CCC2(CC1)NCCc1c2[nH]c2ccccc12,-6.4%
O=C(NCc1nc2c(s1)CCCC2)C1NCCc2[nH]cnc21 (stereo not given),?
Cc1ccc(N(C)C(=O)Cn2cnc3onc(-c4ccc(F)cc4)c3c2=O)cc1C,-15.7%
Cc1ccsc1C(=O)NC1CCCN(c2cc(-c3ccccc3)[nH]n2)C1 (stereo not given),?
CC(NC(=O)C(=O)Nc1c2c(nn1-c1ccc(F)cc1)CSC2)c1ccccc1 (stereo not given),-24.8%
COc1ccc(NC(=O)CN2C(=O)NC3(CCC(C(C)(C)C)CC3)C2=O)c(OC)c1 (stereo not given),22.9%
Fc1ccc(CSc2nc(CN3CCOCC3)nc3ccccc23)c(Cl)c1,14.9%
O=C1NCc2ccccc2CC12CCCCN2CC1CCOCC1 (stereo not given),?
CCOC(CNC(=O)CS(=O)Cc1nc(-c2ccccc2)oc1C)OCC (stereo not given),-8.8%
CCOc1ccc(C(CC(=O)O)NC(=O)c2ccccc2F)cc1 (stereo not given),12.9%
COc1nccnc1NC1CCN(C(=O)c2cnn3cccnc23)CC1,?
COc1cc(C(=O)O)c([N+](=O)[O-])c(OC)c1OC,10.4%
NC(=O)[C@@H]1CN(C(=O)c2cocn2)C[C@H]1COc1ccccc1,-29.1%
O=C(COc1ccccc1)NCc1ccc2c(c1)CCN2C(=O)c1ccc(F)cc1,-27.9%
COc1ccc(CCNC(=O)CCc2c(C)nc3c(c(C)nn3-c3ccc(C)c(C)c3)c2C)c(OC)c1OC,?
COC(=O)CNC(=O)c1cc(-c2cccc(C(F)(F)F)c2)c2nncn2n1,79.4µM*
Cc1cccc(NC(=O)Nc2c[nH]c(=O)[nH]c2=O)c1C,?
CN1CCC(N2CCN(S(=O)(=O)c3cccc(F)c3)CC2)C1=O (stereo not given),-18.2%
COCCN1CCNc2nc(COc3ccc(CN(C)C)cc3)n(Cc3ccccc3)c2C1=O,-33.2%
CCOC(=O)c1ccc(NC(=O)C2CC(=O)Nc3nc(C)nn32)cc1 (stereo not given),16.3%
O=C(NCc1cccc(F)c1)c1cnc2c(c1)N(C(=O)Cc1ccc(O)cc1)CCC2,?
Cc1ccc2oc(C(=O)Nc3ccccc3F)cc(=O)c2c1,4.8%
CCOC(=O)c1cnc2c(C)c(Cl)ccc2c1NCCc1ccc(OC)c(OC)c1,?
CSCc1noc(CNC(=O)[C@H]2CNC[C@H](C(=O)N3CCCC3)C2)n1,21.6%
Cc1ccc(-c2cc(C(=O)N[C@H]3Cc4ccccc4[C@@H]3N)n[nH]2)s1,-20.4%
Cc1ccc(OCC(=O)Nc2ccc3[nH]ncc3c2)cc1C,-26.9%
CC(NC(=S)NC(C)C1CC2CCC1C2)c1ccccc1 (stereo not given),28.8%
COCc1nnc(NC(=O)Cn2ccc3cc(OC)ccc32)s1,18.9%
Cc1ccc(CN2C(=O)OC(c3cccc(NC(=O)Cc4ccccc4)c3)C2C(=O)N2CCCC2)cc1 (stereo not given),-15.3%
COc1cccc(NC(=O)CSc2nc3ccsc3c(=O)[nH]2)c1,20.0%
CCC(=O)Oc1ccc2c(=O)c(-c3ccc(OC)c(OC)c3)c(C(F)(F)F)oc2c1,-8.8%
O=C(CCC[C@H]1NC[C@@H]2CC1CN(Cc1ccccc1)C2)N1CCCC1,-28.5%
CCc1ccc(-c2nc(SCc3ncc(-c4ccccc4)o3)n[nH]2)cc1,-18.4%
Cc1cccc2nc(-c3ccco3)c(Nc3ccc4c(c3)OCO4)n12,?
CCOCCCn1c(=NC(=O)c2cccs2)c(C#N)cc2c(=O)n3cccc(C)c3nc21,i
O=C(NCC1(COc2cccnc2)C[C@@H](O)[C@@H](O)C1)Nc1cccnc1 (stereo not given in full),?
COc1ccc(NC(=O)Cn2c(-c3ccccc3)nc(C)cc2=O)cc1OC,-9.3%
CC(C)=NOc1nc(N2CCOCC2)nc(N2CCOCC2)n1,31.4%
COC(=O)COc1coc(CN2CCN(c3ccccc3)CC2)cc1=O,6.7%
O=C(NC1CC1)c1ccc(Cn2c(SCc3ccc(F)cc3)nc3cccnc32)cc1,?
CCCNC(=O)Cc1c(C)nc2nc(N)nn2c1C,?
CN1CCCN(C(=O)CCC[C@@H]2[C@H]3CCCN4CCC[C@@H](CN2Cc2cccnc2)[C@@H]34)CC1,22.4µM*
Cc1ccc(CNC(=O)C(CC(C)C)N2Cc3ccccc3C2=O)cc1 (stereo not given),-6.9%
Cc1ccc2oc3c(c(=O)c2c1)C(c1ccc(O)cc1)N(CCCN(C)C)C3=O (stereo not given),?
Cc1ccc(-n2c(=O)c3c4c(sc3n(Cc3ccccc3C)c2=O)CCC4)cc1C,-23.5%
O=C(c1cc2ccccc2cc1O)N1CCN(c2ccccn2)CC1,1.3%
CCc1ccc(OC(=O)c2ccc(C)cc2)cc1,-3.2%
COc1cccc(NC(=O)N2CC[C@@H](CC(=O)O)[C@@H](CC3=NCCc4cc(OC)c(OC)cc43)C2)c1,-15.1%
CCOC(=O)c1ccc(CN(Cc2ccc(F)cc2)S(=O)(=O)c2ccc(F)cc2)cc1,-8.5%
Cc1ccc(Cl)cc1N1CCN(CCCNC(=O)C2COc3ccccc3C2)CC1 (stereo not given),-14.5%

# Gathered by group, the entries above with bromine
SMILES,KDM5B inhibitor
C/C(=N\Nc1ccc([N+](=O)[O-])cc1)c1ccc(Br)cc1,1.4%
NC(=O)c1ccc(NC(=O)C2CC(=O)N(c3n[nH]c4cc(Br)ccc34)C2)cc1 (stereo not given),?
O=C(Nc1c(-c2ccccc2)nc2ccccn12)c1ccc(Br)cc1,0.5%
